Neddylation inh – cullin neddylation inhibition. TR-FRET cullin neddylation, biochemical. calls only at 25 µM. 0.58% of 360,000 active. AID 651699; in the data active = inhibition above about 36%
Target sequence (P61081 whole entry, looked up): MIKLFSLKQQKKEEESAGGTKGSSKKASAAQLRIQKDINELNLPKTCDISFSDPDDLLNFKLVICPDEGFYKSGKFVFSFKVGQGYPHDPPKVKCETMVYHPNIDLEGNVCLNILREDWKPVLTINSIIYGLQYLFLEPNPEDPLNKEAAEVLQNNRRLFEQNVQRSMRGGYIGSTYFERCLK
Target sequence (Q13564 whole entry, looked up): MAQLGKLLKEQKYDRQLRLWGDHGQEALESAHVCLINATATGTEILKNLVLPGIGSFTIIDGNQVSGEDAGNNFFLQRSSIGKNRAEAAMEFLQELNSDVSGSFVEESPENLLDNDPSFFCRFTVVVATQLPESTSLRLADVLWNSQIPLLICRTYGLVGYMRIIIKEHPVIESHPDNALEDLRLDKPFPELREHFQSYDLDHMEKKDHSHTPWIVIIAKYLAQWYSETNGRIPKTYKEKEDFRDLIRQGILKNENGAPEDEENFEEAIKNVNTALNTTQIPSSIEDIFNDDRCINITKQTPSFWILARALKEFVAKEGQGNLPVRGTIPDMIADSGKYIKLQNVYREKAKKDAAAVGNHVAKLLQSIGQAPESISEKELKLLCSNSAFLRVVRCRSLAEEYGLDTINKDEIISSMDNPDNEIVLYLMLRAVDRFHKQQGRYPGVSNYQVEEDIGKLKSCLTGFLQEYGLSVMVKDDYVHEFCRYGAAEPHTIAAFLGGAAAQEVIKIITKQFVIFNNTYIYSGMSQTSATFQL
MT1-MMP act inh – MT1-MMP (human) activation inhibition; 0.061% of 360,000 active; AID 651647; HT1080 RFP-PRO-GFP cells, GFP/RFP ratio fluorescence, overnight; percent of plate control window, DMSO zero; GFP/RFP ratio change, % at 20 µM;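 active = GFP/RFP ratio change of at least 30% with cell ATP level not reduced by more than half and red fluorescence within 50% of control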; also: strong numbers were not always called active
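Assay system: HT1080 RFP-PRO-GFP cells. Benchmarks: DMSO vehicle wells and RFP-L50D-GFP reporter cell wells. Times: overnight cell settling, then overnight compound exposure, 37 °C, 5% CO2. Compound: 20 µM single dose, 1% DMSO. Read-out basis: GFP/RFP fluorescence ratio.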
Rin1 Abl inh – human Rin1-Abl interaction inhibition; TR-FRET Rin1/Abl binding, biochemical; AID 588664; P00519+Q13671; 0.4% of 360,000 active; inhibition, % at 7.35 µM; in the data active = inhibition above about 5%, passing the limit was not always enough
FAS TE block – blocks the thioesterase domain of human fatty acid synthase; P49327; recombinant FAS-TE, OMFH fluorogenic substrate, fluorescence endpoint; inhibition, % at 15 µM; 0.67% of 360,000 active; AID 602261;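 active = compounds whose normalised, plate-corrected inhibition of enzyme fluorescence in the single-dose primary screen is 50% or more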;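 also: 0% = DMSO with enzyme and 100% = substrate without enzyme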
NadD block – NadD (S. aureus) enzyme inhibition. purified NadD enzyme, colorimetric absorbance read-out. inhibition, % at 20 µM. 0.78% of 360,000 active; in the data active = inhibition above about 26%; also: some compounds past the cut are filed as inactive
PABP1 MLLE inh – inhibitors of microRNA-mediated deadenylation, human PABP1 MLLE binding; 0.36% of 360,000 active; GST-MLLE / FITC-PAM2 fluorescence polarization; P11940; inhibition, % at 20 µM; in the data active = inhibition above about 35%, passing the limit was not always enough;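 also: plate controls were DMSO wells with GST-MLLE for no effect and wells lacking GST-MLLE protein for full effect; some results filed as inactive read as strong as hits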
Rpn11 block – blocks the human proteasome subunit Rpn11; 0.59% of 360,000 active; calls only at 20 µM; O00487; human 26S proteasome, Ub4-pepOG fluorescence polarization; 20S core pre-blocked with epoxomicin;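 active = inhibition at 20 µM, scaled to each plate's controls, above about 33%, limit read from the data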
Target sequence (O00487 whole entry, looked up): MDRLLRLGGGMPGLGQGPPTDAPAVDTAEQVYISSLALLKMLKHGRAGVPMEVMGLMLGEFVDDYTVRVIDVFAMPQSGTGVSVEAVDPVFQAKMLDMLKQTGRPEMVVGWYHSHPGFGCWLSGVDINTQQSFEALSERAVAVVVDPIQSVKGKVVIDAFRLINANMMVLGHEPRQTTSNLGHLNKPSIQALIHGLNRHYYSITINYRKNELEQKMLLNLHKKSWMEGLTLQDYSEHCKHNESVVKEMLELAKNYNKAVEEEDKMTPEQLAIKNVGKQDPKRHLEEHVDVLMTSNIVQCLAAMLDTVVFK
CSN deneddyl inh – inhibitors of human CSN-mediated cullin deneddylation. Q92905. Purified CSN, SCF-Nedd8-OG deneddylation, fluorescence polarization. inhibition, % at 12.5 µM. 0.38% of 360,000 active. AID 651999;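 active = pattern-corrected inhibition above about 35%, with an unprinted fluorescence ratio check between 0.5 and 1.5, limit read from the data, passing the limit was not always enough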;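 also: 0% = enzyme with substrate and 100% = substrate without enzyme; some results filed as inactive read as strong as hits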
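Assay system: purified human Csn5 enzyme expressed in HEK293T cells; measure: % inhibition; also added: SCFSkp2-Nedd8OG substrate at 10 nM final; technique: fluorescence polarization; times: reaction 90 min, room temperature; medium: Tris buffer pH 7.5, NaCl, DTT, Tween-20, trehalose, ovalbumin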
SKN-1 inh – blocks SKN-1 activity in C. elegans | C. elegans VP596 Pgst-4::GFP/RFP ratio, acrylamide-induced, 24 h | inhibition, % at 21.8 µM | 0.49% of 360,000 active | AID 624304;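 active = interference check ratio from 0.5 to 1.5 plus GFP to RFP signal ratio inhibition reaching or exceeding a fixed threshold, cut at about 30% in these data, passing the limit was not always enough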; also: some compounds called inactive have numbers as strong as hits
* = called active by the depositor; i = inactive; . = no result given; + = active, no number.

SMILES	Neddylation inh	MT1-MMP act inh	Rin1 Abl inh	FAS TE block	NadD block	PABP1 MLLE inh	Rpn11 block	CSN deneddyl inh	SKN-1 inh
Cc1ccc(CSCC(Nc2ccc(C(=O)O)cc2[N+](=O)[O-])C(=O)O)cc1 (configuration not stated)	i	5	1	-8	-1	7	i	-5	2
Cn1c(=O)c2cc(NC(=O)Nc3cccnc3)ccc2n1Cc1cccc(C(F)(F)F)c1	.	1	-1	-2	-1	-2	i	-1	8
Cn1cnnc1SCC(=O)Nc1sc2c(c1C#N)CCCCC2	i	-14	0	-4	8	25	i	4	6
CCCC/C(C)=N/NC(=O)Nc1ccccc1	i	4	2	-4	-4	-5	i	-2	-26
C[C@@H]1CN([C@@H](C)CO)C(=O)c2c(c3ccccc3n2C)-c2ccccc2CO[C@H]1CN(C)C(=O)[C@H](Cc1ccccc1)N(C)C	i	-6	1	-4	-10	-5	i	-2	12
COc1cc(C)cc2c1OC(c1ccccc1)CC2=O (configuration not stated)	i	4	0	5	-5	-3	i	2	6
C[C@H](CO)N1C[C@H](C)[C@H](CN(C)C(=O)c2ccccn2)Oc2ncc(Br)cc2C1=O	i	1	-4	-7	1	-3	i	-3	-5
COc1cc2oc(=O)c(Br)c(C)c2c(OC)c1OC	i	0	-30	11	-3	3	i	4	10
COc1ccccc1NC(=O)COc1ccc(/C=N/NC(=O)c2cccnc2)cc1	i	7	-3	-4	2	-10	i	0	0
O=C(N/C(=C\c1cccs1)C(=O)N1CCOCC1)c1ccco1	i	-2	1	-10	-5	10	i	0	9
Cc1ccc(C)c(OC(C)C(=O)Nc2nccs2)c1 (configuration not stated)	i	-1	-2	0	-2	1	i	5	26
O=C(O)CCn1c(-c2ccccc2)cc2ccccc21	+	0	0	-2	-7	15	i	3	13
COc1ccccc1CNS(=O)(=O)CCNC1CCCCC1	i	4	-3	-5	-7	-4	i	-1	7
COc1ccc(C)cc1NC(=O)C1CCCN(S(=O)(=O)c2cccs2)C1 (configuration not stated)	i	2	0	11	-7	-20	i	3	32
CN(C)C(=O)c1ccc(NC(=O)COC(=O)Cn2cc(C(F)(F)F)ccc2=O)cc1	i	-4	3	-6	6	6	i	-3	12

Single records, as listed above. Values in the order: Neddylation inh, MT1-MMP act inh, Rin1 Abl inh, FAS TE block, NadD block, PABP1 MLLE inh, Rpn11 block, CSN deneddyl inh, SKN-1 inh
Listed for `COc1cc(C)cc2c1OC(c1ccccc1)CC2=O` (configuration not stated) : i, 4, 0, 5, -5, -3, i, 2, 6
Listed for `C[C@@H]1CN([C@@H](C)CO)C(=O)c2c(c3ccccc3n2C)-c2ccccc2CO[C@H]1CN(C)C(=O)[C@H](Cc1ccccc1)N(C)C` : i, -6, 1, -4, -10, -5, i, -2, 12

Some of the entries so far, bar-delimited:
mol | Neddylation inh | MT1-MMP act inh | Rin1 Abl inh | FAS TE block | NadD block | PABP1 MLLE inh | Rpn11 block | CSN deneddyl inh | SKN-1 inh
Cc1ccc(CSCC(Nc2ccc(C(=O)O)cc2[N+](=O)[O-])C(=O)O)cc1 (configuration not stated) | i | 5 | 1 | -8 | -1 | 7 | i | -5 | 2
Cn1c(=O)c2cc(NC(=O)Nc3cccnc3)ccc2n1Cc1cccc(C(F)(F)F)c1 | . | 1 | -1 | -2 | -1 | -2 | i | -1 | 8
C[C@@H]1CN([C@@H](C)CO)C(=O)c2c(c3ccccc3n2C)-c2ccccc2CO[C@H]1CN(C)C(=O)[C@H](Cc1ccccc1)N(C)C | i | -6 | 1 | -4 | -10 | -5 | i | -2 | 12

(listing goes on)
SMILES	Neddylation inh	MT1-MMP act inh	Rin1 Abl inh	FAS TE block	NadD block	PABP1 MLLE inh	Rpn11 block	CSN deneddyl inh	SKN-1 inh
COC(=O)c1cnc(Oc2ccc(NC(=O)NC(=O)c3c(OC)cccc3OC)cc2)cc1C(F)(F)F	i	16	-1	33	-1	-15	i	2	6
CC(C)(C)CC(=O)Nc1nnc(CCc2ccccc2)s1	i	2	-3	0	-3	2	i	3	4
COC(=O)c1ccccc1NCc1cc(=O)oc2cc(O)c(O)cc12	.	-1	3	22	-3	6	i	1	1
Cc1ccc(C)c(S(=O)(=O)Nc2ccccc2C(=O)Nc2ccc(S(=O)(=O)Nc3ncccn3)cc2)c1	.	1	-2	-5	7	18	i	-6	-2
Cc1nonc1C(=O)N/N=C/c1ccc(O)cc1O	i	-5	-1	10	-1	-1	i	-4	0
CCCCn1c(N)c(N(Cc2ccccc2OC)C(=O)c2ccc([N+](=O)[O-])s2)c(=O)[nH]c1=O	i	-8	-1	-13	1	-7	i	3	9
CNC[C@H](NC[C@@H](NCCCc1ccccc1)c1ccccc1)[C@H](C)O	i	1	2	-8	-6	12	i	-6	18
O=C(COC(=O)Cn1cnc2ccccc2c1=O)NCc1ccccc1	i	-1	0	-3	-1	12	i	-1	3
COc1ccc(CCNC(=O)c2ccccc2Cl)cc1OC	i	-2	1	-1	2	0	i	3	-18
COc1ccccc1CNS(=O)(=O)c1ccc(C)cc1	i	12	0	1	-6	-9	i	1	-6
Cc1ccccc1-c1ccc2c(c1)O[C@@H](CN(C)C(=O)Nc1ccc(C(F)(F)F)cc1)[C@H](C)CN([C@@H](C)CO)S2(=O)=O	i	-7	2	31	2	-2	i	2	-6
Cc1cc(C)cc(OCC(=O)NNC(=O)C2CCCO2)c1 (configuration not stated)	i	1	1	-6	-7	0	i	1	-5
CNC(=O)C[C@@H]1C(=O)N(c2ccc(Br)cc2)CC1(C)C	i	-2	-1	-4	0	-5	i	-2	-17
CC(C)Sc1cc(N2CCCC2)nc(-c2ccc(F)cc2)n1	i	0	-4	25	12	1	i	4	15
COc1ccc2[nH]c(=O)c(CN(C(=O)NC3CCCCC3)C3CCCCC3)cc2c1	i	-36	-5	18	10	3	i	0	18
CC(=O)c1cnc(Nc2nc(C)c3cc(C)c(C)cc3n2)nc1C	i	9	-2	-7	4	-20	i	4	0
CCOC(=O)c1ccc(NC(=O)CCN2C(=O)C3CC=CCC3C2=O)cc1 (configuration not stated)	i	6	4	-3	1	-1	i	-4	9
Cc1cc(N/N=C/c2ccccc2[N+](=O)[O-])nc(-n2nc(C)cc2C)n1	i	3	-5	2	-1	-1	i	3	16
CCOC(=O)CNC(=O)CSc1ncnc2c1cnn2Cc1ccccc1	i	7	-4	-12	-1	-3	i	1	10
COC(=O)C[C@H]1c2cc(F)cc(F)c2S(=O)(=O)N1C1CCN(Cc2ccccc2)CC1	i	2	1	-7	-3	20	i	-2	7
CCN(c1ccccc1)S(=O)(=O)c1ccc(Cl)c(NC(=O)COC(=O)c2ccc(O)cc2)c1	i	5	0	1	-5	6	i	-20	-12
CCOC(=O)C1(Cc2ccc(OC)cc2)CCN(C(=O)CCc2cnccn2)CC1	i	2	0	-4	-2	9	i	-1	-2
O=C1CC(NS(=O)(=O)c2ccc([N+](=O)[O-])cc2)CN1c1ccc2c(c1)OCCO2 (configuration not stated)	i	-1	-3	9	-10	-3	i	-2	6
CC(/C=C/c1ccco1)=N/NC(=O)Cc1cccs1	i	0	0	-11	22	-8	i	5	20
COc1ccccc1N1CCN(Cc2nc3ccccc3c(=O)n2CC(C)=O)CC1	i	3	2	-7	3	6	i	-5	-4
O=C(O)CCC1(CCC(=O)O)CCCC(CCC(=O)O)(CCC(=O)O)C1=O	i	2	1	-7	-3	-8	i	0	6
NC(=O)c1oc2ccc(Cl)cc2c1N	.	-4	-1	-1	2	7	i	1	19
COc1nc(Cl)cn(-c2ccc(Cl)cc2)c1=O	i	3	0	-4	-2	6	i	-4	-3
CCc1nnc(NC(=O)C2Cc3ccccc3CN2S(=O)(=O)c2cccs2)s1 (configuration not stated)	i	-1	0	-3	4	7	i	-3	-14
Cc1ccc(N2C(=O)NC3(CCCCC3)C2=O)cc1	i	-4	-5	-8	2	7	i	5	23
CC1(C(=O)Nc2ccc(Cl)c(C(F)(F)F)c2)Cc2c(-c3ccc4c(c3)OCO4)ccnc2O1 (configuration not stated)	i	-2	-1	29	10	-9	i	5	3
COc1cccc(NC(=O)c2ccc(NCCCN3CCC(C)CC3)c([N+](=O)[O-])c2)c1	i	2	-9	-1	-4	6	i	5	-2
COc1cc(/C=C/C(=O)Nc2cc(C(F)(F)F)ccc2Cl)cc(OC)c1OC	.	-11	-4	33	-8	-16	i	-2	10
O=C(Nc1ccc(C(=O)N2CCCc3ccccc32)cc1)c1cccs1	i	2	2	10	-8	-7	i	5	-5
O=C(Cn1nnc2ccccc2c1=O)N1CCCc2ccccc21	i	3	3	-4	-3	-4	i	5	-4
COCC(C)n1c(C)cc(C(=O)COC(=O)c2nc3nc(C)cc(C)n3n2)c1C (configuration not stated)	i	-2	3	-13	6	-18	i	-1	10
CC(C)(C)C1CCC(C(=O)OCC(=O)N2CCN(C(=O)c3ccco3)CC2)CC1 (configuration not stated)	i	-1	0	1	-4	13	i	-2	16
CCCC(=O)N1CCCC1(C)C(=O)Nc1cc(OC)ccc1OC (configuration not stated)	i	-1	-1	-4	0	-3	i	-1	-6
CC1CCN(Cc2ccc(-c3nnn(CC(=O)Nc4ccccc4Cl)n3)cc2)CC1	i	3	2	2	12	-2	i	-9	-16
CSCCC(NS(=O)(=O)c1ccc2ccccc2c1)C(=O)OCC(=O)c1ccc(C(C)C)cc1 (configuration not stated)	i	2	-2	29	6	17	i	3	13
CCCN1Cc2cccc(C(=O)N3CCN(c4ccc(F)cc4)CC3)c2C1=O	i	3	4	-9	-4	3	i	5	-21
O=C(C1=C(O)C(=O)N(c2ccccc2)C1c1ccc([N+](=O)[O-])cc1)c1cccs1 (configuration not stated)	i	4	-1	12	5	16	i	5	-2
N#Cc1c(-c2ccc3c(c2)OCO3)cc[nH]c1=O	i	-7	-1	-2	0	-4	i	0	10
COC(=O)[C@]1(C)N[C@H](CN(C)C(=O)Nc2ccccc2)[C@@H]2C(=O)N(Cc3ccccc3)C(=O)[C@@H]21	i	2	4	-12	-1	5	i	-2	-9
Cc1ccccc1C1c2[nH]c3ccccc3c2C[C@H]2C(=O)N(C3CCN(Cc4ccccc4)CC3)CC(=O)N12 (some centres not stated)	i	-12	3	19	11	-3	i	0	7
Cc1cccc(-c2cnc(C(O)c3cc(C)cc(C)c3)[nH]2)c1 (configuration not stated)	i	-1	-4	-2	7	-4	i	-3	7
CN(C)S(=O)(=O)NCc1ccc2c(c1)OCO2	i	5	1	-4	-4	-3	i	-4	-6
O=c1[nH]c(C2CCN(S(=O)(=O)c3ccc(F)cc3)CC2)nc2c1nnn2Cc1ccc2c(c1)OCCO2	i	0	-3	13	30*	-4	i	2	14
Cc1nn(CCC#N)c(NC(=O)c2ccc(Cl)cc2Cl)c1P(=O)(Nc1ccc([N+](=O)[O-])cc1)N1CCOCC1 (configuration not stated)	i	1	0	52*	-4	-1	i	-3	15
CCOc1ccc(Oc2nc(N(CC)CC)nc(N3CCOCC3)n2)nn1	i	-1	-1	-3	-1	-4	i	-4	10
CCCN(CCC)c1nc(NC2CCN(C(=O)OCC)CC2)nc(OC)n1	i	-2	-1	2	3	7	i	-1	-36
CC(C)c1cc(CNC(=O)CCc2nnc(CCCCc3ccccc3)o2)on1	i	2	0	-4	-7	6	i	0	-7
O=C(N/N=C/c1ccc2c(c1)OCO2)C1COc2ccccc2O1 (configuration not stated)	i	-6	1	2	1	4	i	-1	4
O=C1C=C(c2ccccc2)OC2(CCCC2)O1	i	1	-1	-4	3	-5	i	0	1
COc1ccccc1C1C(C(=O)c2sc(C)nc2C)=C(O)C(=O)N1CCN1CCOCC1 (configuration not stated)	i	-5	3	-3	1	10	i	4	-14
Cc1ccc(S(=O)(=O)Nc2cccc(C(=O)NCCN3CCOCC3)c2)cc1F	i	10	2	-10	-1	-10	i	1	-10

Bioassay records as filed in PubChem BioAssay.
